Cardiac RTF inh = cardiac RTF calcium sensitivity inhibitors, primary screen, biochemical, IANBD-TnC fluorescence, EC70 calcium; IANBD-labeled cardiac RTF, Ca2+ fluorescence; inhibition, % at 7.15 µM; Troponin I, cardiac muscle (Homo sapiens) + Troponin T, cardiac muscle (Homo sapiens) + …; AID 493244, 2011; 0.12% of 340,000 active;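 active = inhibition above the mean inhibition of all tested compounds plus 3 SD, cut at about 17% in these data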;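 note: assay run at fixed EC70 calcium of 1.6 mM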
CAL PDZ FP-1 = untagged CAL PDZ binding inhibitors, primary screen, biochemical, fluorescence polarization, HTS | Golgi-associated PDZ and coiled-coil motif-containing protein (Homo sapiens), Q9HD26 | purified CAL PDZ, TMR-peptide fluorescence polarization, 1 h | inhibition, % at 24.9 µM | 0.92% of 300,000 active | AID 602252, 2012;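 active = mean inhibition of at least 30% with at least half of replicates also reaching 30%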;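 note: 0% = DMSO neutral control and 100% = excess unlabeled competitor peptide PRC23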
Pemphigus Ab inh = inhibitors of pemphigus antibody binding to DSG3, primary screen, biochemical, bead-based, flow cytometry, scFv-GFP; DSG3-coupled beads, scFv-anti-DSG3-GFP binding; active compounds read low; binding (percent of control), % at 10 µM; 0.48% of 310,000 active;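 active = binding more than 3 SD below its plate's average and above zero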;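 note: hits lower antibody fragment binding to DSG3; some compounds called inactive have numbers as strong as hits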
C-LANA FP = inhibitors of KSHV C-LANA binding to DNA, primary screen, biochemical, fluorescence polarization, FAM-LBS DNA, MBP-C-LANA, single point | Kaposi's sarcoma herpesvirus LANA C-terminal domain (residues 932-1162) DNA binding | inhibition, % at 9 µM | 0.078% of 340,000 active;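 active = highest replicate inhibition at or above 60% at 9 µM, even if other replicates fall short; inactive = all replicates below 60% inhibition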;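 note: 0% = neutral control wells and 100% = 4 µM acridine orange control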
CAL PDZ FP-2 = CAL PDZ peptide-binding inhibitors, primary screen, biochemical, fluorescence polarization, Cer-tagged CAL PDZ, HTS; purified CAL PDZ, TMR-peptide fluorescence polarization, 1 h; inhibition, % at 20 µM; 0.02% of 330,000 active; AID 504414, 2011;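 active = highest replicate inhibition of at least 40%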;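 note: plate controls were DMSO neutral control wells for no effect and unlabeled competitor peptide control wells for full effect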
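material = purified tagged CAL PDZ domain construct (CerCALP) | compound dosing = 20 µM, one dose | times = 1 h at RT | measured by = fluorescence polarization from S- and P-plane intensities, G-factor corrected | read-out = inhibition from polarization loss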
Keap1 Nrf2 FP = Keap1-Nrf2 protein-protein interaction inhibitors, primary screen, biochemical, fluorescence polarization, single point. Kelch-like ECH-associated protein 1 (Homo sapiens), Q14145. Keap1 Kelch-Nrf2 peptide fluorescence polarization, 1536-well. inhibition, % at 9.4 µM. 0.15% of 340,000 active; in the data active = inhibition above about 12%;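 note: human Keap1 Kelch domain with fluorescein labeled Nrf2 9mer peptide probe; 0% = neutral control wells and 100% = peptide positive control; higher means more block of Keap1 binding to Nrf2 peptide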
Target sequence (Q14145 whole entry, looked up, the tested form may be a part): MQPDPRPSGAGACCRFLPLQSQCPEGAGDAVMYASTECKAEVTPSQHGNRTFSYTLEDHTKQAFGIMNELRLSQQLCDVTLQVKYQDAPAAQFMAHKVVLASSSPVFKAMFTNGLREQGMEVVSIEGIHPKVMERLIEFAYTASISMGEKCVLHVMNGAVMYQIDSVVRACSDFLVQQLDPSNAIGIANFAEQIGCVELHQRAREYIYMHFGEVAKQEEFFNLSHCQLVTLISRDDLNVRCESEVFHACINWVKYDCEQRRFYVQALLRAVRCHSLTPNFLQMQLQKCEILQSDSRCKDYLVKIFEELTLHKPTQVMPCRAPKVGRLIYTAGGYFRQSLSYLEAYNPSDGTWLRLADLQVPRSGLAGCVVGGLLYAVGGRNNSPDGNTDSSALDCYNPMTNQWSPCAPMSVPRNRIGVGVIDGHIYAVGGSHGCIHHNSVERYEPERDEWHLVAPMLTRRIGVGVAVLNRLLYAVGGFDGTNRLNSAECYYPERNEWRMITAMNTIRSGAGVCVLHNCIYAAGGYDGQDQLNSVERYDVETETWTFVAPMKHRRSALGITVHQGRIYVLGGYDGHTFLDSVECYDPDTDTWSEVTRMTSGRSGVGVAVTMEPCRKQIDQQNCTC
Arrestin-AP2 inh = inhibitors of beta-arrestin/AP2 binding, primary screen, biochemical, GPCR trafficking, flow cytometry. 0.31% of 340,000 active. AID 504490, 2011. inhibition, % at 10 µM. beta-arrestin 1 C-terminal peptide binding to AP2 beta2-adaptin appendage (human). FITC-arrestin peptide / GST-AP2 beads; AP2 beta2 appendage carries R879A mutation;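 active = inhibition above a set limit, near 3 SD of compounds lacking own fluorescence, cut at about 54% in these data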;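 note: plate controls were DMSO wells for no effect and 5 µM unlabelled arrestin peptide for full effect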
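Material – AP2 appendage R879A on GSH beads · Buffer or medium – PBS with 0.05% Tween 20 and 0.1% BSA · Probe or stimulus – fluorescein-tagged arrestin peptide at 50 nM final · Incubation – compound with beads 12 min RT, then probe 1 h RT · Detection – high-throughput flow cytometry of beads, ex 488, em 535 nm · Evaluation – percent response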
V-ATPase pH = regulators of yeast V-ATPase proton pumping, primary screen, pHLuorin cytosolic pH fluorescence. S. cerevisiae. response, % at 10 µM. 0.37% of 350,000 active; in the data active = response mostly above about 7.3%, no sharp cut-off; inactive = mostly below about 5.4%; note: actives read high; inactives centre near 0; some compounds called inactive have numbers as strong as hits; reference of the scale not given here
DAGLB inhibitor = DAGLB lipase inhibitors, primary screen, biochemical, fluorescence, HTS | inhibition, % at 5.17 µM | Diacylglycerol lipase-beta (Homo sapiens), Q8NCG7 | 0.059% of 340,000 active | HEK293T DAGLB membrane lysate, EnzChek fluorogenic substrate; in the data active = inhibition above about 34%;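 note: 0% = enzyme with vehicle and 100% = wells lacking enzyme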
NSD2 HMT inh = NSD2 histone methyltransferase inhibitors, primary screen, biochemical, AlphaScreen, single concentration, set 2. inhibition, % at 12.5 µM. AID 743445, 2014. 0.54% of 310,000 active. NSD2 peptide methylation, 120 min. Histone-lysine N-methyltransferase NSD2 (Homo sapiens), O96028; in the data active = inhibition above about 50%
Starred values were filed as active, the others as inactive; nt = not tested or not shown.

Molecule | C-LANA FP | CAL PDZ FP-1 | Keap1 Nrf2 FP | DAGLB inhibitor | V-ATPase pH | NSD2 HMT inh | Cardiac RTF inh | Pemphigus Ab inh | CAL PDZ FP-2 | Arrestin-AP2 inh
COc1ccc(N2CCN(CCNC(=O)C3CC(=O)N(C4CCCC4)C3)CC2)cc1 (stereo not given) | 0.7 | -2 | -1 | -2 | 1 | 12 | -6 | 104 | -2.2 | -10
Cc1cc(C(=O)COC(=O)c2ccc(N)cc2)c(C)n1-c1c(C)n(C)n(-c2ccccc2)c1=O | 1.1 | 1 | -1 | 0 | 1 | 1 | -2 | 83 | -4.0 | 0
Cc1ccc(CNC(=O)C(=O)NCCC2CCCCN2S(=O)(=O)c2cccs2)cc1 (stereo not given) | -1.0 | -5 | -4 | -2 | -1 | 1 | -10 | 99 | -1.8 | -1
CC(C)Cn1c(N)c(C(=O)COC(=O)c2ccc(F)cc2)c(=O)n(C)c1=O | -1.6 | -1 | -1 | 2 | -1 | -1 | -11 | 98 | -0.8 | 13
COc1cc(C(=O)NNC(=S)NCc2ccco2)cc(OC)c1OC | -0.8 | nt | -2 | 1 | -2 | 3 | -6 | nt | -6.6 | 26
CCCCOCCCNC(=O)/C=C/c1ccccc1Cl | 1.1 | -3 | 2 | -7 | -1 | nt | -9 | 105 | -3.3 | 8
CCc1c(C)sc(NC(=O)c2noc(C)c2[N+](=O)[O-])c1C#N | -0.5 | -2 | 0 | 2 | -3 | -2 | -5 | 88 | -1.3 | -5
COc1ccc(NS(=O)(=O)c2ccc(NS(=O)(=O)c3cccs3)cc2)cc1 | -0.2 | -2 | -3 | 2 | 2 | 3 | 1 | nt | -0.3 | 7
COc1ccc(NC(=O)c2cc(S(=O)(=O)N3CCCC3)oc2C)cc1 | -1.2 | -2 | -4 | -3 | 2 | -3 | 9 | 106 | -0.6 | 5
CCn1c(SCC(=O)N2CCC(C(N)=O)(N3CCCCC3)CC2)nnc1-c1ccccc1 | -1.4 | 1 | 0 | 1 | -4 | 2 | 1 | 104 | -0.1 | 11
Cn1c(=O)c2c(nc(SCc3ccc(C(=O)O)cc3)n2C)n(C)c1=O | 0.8 | -4 | -1 | -4 | 0 | -1 | 0 | 108 | -0.4 | 23
N#Cc1cccnc1N1CCN(C(=O)c2ccccc2)CC1 | -0.1 | -3 | 0 | -3 | -2 | -1 | 5 | 92 | 1.8 | 11
COc1ccc(C(c2c[nH]c3ccccc23)c2c[nH]c3ccccc23)cc1O | -1.1 | nt | 0 | 4 | -1 | nt | -7 | 105 | 0.4 | 1
N=C(N)SCc1ccccc1Cl | 1.0 | -4 | -3 | 0 | -1 | 0 | -5 | 101 | -0.4 | -9
CCN(c1ccccc1)S(=O)(=O)c1ccc(Cl)c(NC(=O)CSc2nc(N)cc(=O)[nH]2)c1 | nt | nt | nt | 0 | 2 | 5 | nt | 96 | nt | nt
COc1ccc(NC(=O)CN2C(=O)N(C)Cc3ccccc32)c(C)c1 | 1.9 | -6 | -2 | -1 | -4 | -1 | 9 | 90 | -2.6 | 6
CN1CC2([N+](=O)[O-])CC=C(Oc3ccccc3)C([N+](=O)[O-])(C1)C2 (stereo not given) | 0.3 | -3 | 0 | -5 | 0 | -1 | -10 | nt | -2.0 | -2
C/C=C(/C)C(=O)O[C@@H]1Cc2c(ccc3ccc(=O)oc23)OC1(C)C | 0.0 | -2 | -2 | -3 | 4 | nt | -20 | 99 | 0.2 | -2
Cc1cc(Br)ccc1OCC(=O)N(Cc1nc(-c2ccccc2)no1)C(C)C | 1.5 | -1 | -1 | -9 | 0 | -2 | -1 | 133 | -1.6 | -3
COc1ccc([N+](=O)[O-])cc1NC(=O)C1C2C=CC(C2)C1C(=O)O (stereo not given) | -3.3 | -6 | -4 | -2 | 2 | 1 | -4 | 111 | -1.6 | 10
CCN(CCO)C(=S)Nc1cc(S(=O)(=O)N(C)C)ccc1C | 0.7 | 8 | -4 | 2 | -1 | -2 | 10 | 105 | -2.7 | -19
CC(=O)c1c(C)[nH]c(C(=O)OCC(=O)NCCc2ccc(Cl)cc2)c1C | 1.1 | -1 | 2 | 4 | -3 | 4 | -11 | 110 | -2.3 | -2
Cc1ccc(C)c(N2CCN(C(=O)Cc3ccc(-n4c(=O)[nH]c5ccsc5c4=O)cc3)CC2)c1 | 1.9 | -3 | -1 | 4 | -1 | 0 | -11 | 111 | -0.9 | 0
CCCn1c(SCC(=O)N(C)C2CCS(=O)(=O)C2)nc2sc3c(c2c1=O)CCC3 (stereo not given) | -2.1 | -3 | -7 | 1 | 4 | 2 | 5 | nt | -1.0 | 1
COc1ccc(CN(C(=O)CSc2nnc(-c3c[nH]c4ccccc34)o2)c2ccc(F)cc2)cc1OC | -0.7 | 1 | -7 | 0 | 2 | -1 | -4 | 78 | -2.6 | -10

Looked up one by one from the list above:
Molecule | C-LANA FP | CAL PDZ FP-1 | Keap1 Nrf2 FP | DAGLB inhibitor | V-ATPase pH | NSD2 HMT inh | Cardiac RTF inh | Pemphigus Ab inh | CAL PDZ FP-2 | Arrestin-AP2 inh
Cc1cc(Br)ccc1OCC(=O)N(Cc1nc(-c2ccccc2)no1)C(C)C | 1.5 | -1 | -1 | -9 | 0 | -2 | -1 | 133 | -1.6 | -3
CCCn1c(SCC(=O)N(C)C2CCS(=O)(=O)C2)nc2sc3c(c2c1=O)CCC3 (stereo not given) | -2.1 | -3 | -7 | 1 | 4 | 2 | 5 | nt | -1.0 | 1

Some of the entries so far, with two lines to a compound.
Fields: C-LANA FP | CAL PDZ FP-1 | Keap1 Nrf2 FP | DAGLB inhibitor | V-ATPase pH | NSD2 HMT inh | Cardiac RTF inh | Pemphigus Ab inh | CAL PDZ FP-2 | Arrestin-AP2 inh
> CCCn1c(SCC(=O)N(C)C2CCS(=O)(=O)C2)nc2sc3c(c2c1=O)CCC3 (stereo not given)
 : -2.1 | -3 | -7 | 1 | 4 | 2 | 5 | nt | -1.0 | 1
> COc1ccc(NS(=O)(=O)c2ccc(NS(=O)(=O)c3cccs3)cc2)cc1
 : -0.2 | -2 | -3 | 2 | 2 | 3 | 1 | nt | -0.3 | 7
> CCCCOCCCNC(=O)/C=C/c1ccccc1Cl
 : 1.1 | -3 | 2 | -7 | -1 | nt | -9 | 105 | -3.3 | 8
> N#Cc1cccnc1N1CCN(C(=O)c2ccccc2)CC1
 : -0.1 | -3 | 0 | -3 | -2 | -1 | 5 | 92 | 1.8 | 11

(listing goes on)
Molecule | C-LANA FP | CAL PDZ FP-1 | Keap1 Nrf2 FP | DAGLB inhibitor | V-ATPase pH | NSD2 HMT inh | Cardiac RTF inh | Pemphigus Ab inh | CAL PDZ FP-2 | Arrestin-AP2 inh
COc1ccc(Cl)cc1NC(=O)C1CCN(S(C)(=O)=O)CC1 | -1.1 | -7 | 4 | -1 | -1 | 1 | -6 | 112 | 1.1 | -5
CCOCCCn1c(SCC(=O)Nc2cccc(OC)c2)nc2ccccc2c1=O | -1.3 | -1 | -8 | -7 | 4 | -4 | -5 | 104 | -8.0 | 7
O=C(COC(=O)c1ccc[nH]c1=O)NCC12CC3CC(CC(C3)C1)C2 | 0.1 | -1 | -4 | -2 | 2 | -5 | -9 | nt | -0.5 | 21
CC1CC(C)CN(c2cc3c(cc2[N+](=O)[O-])C(=O)N(c2ccccc2)C3=O)C1 (stereo not given) | -0.6 | 1 | 4 | 5 | -1 | -1 | -2 | 102 | 0.2 | -36
CCC(=O)c1ccc(OCCN2CCOCC2)cc1 | -0.4 | -3 | -7 | 1 | -5 | -1 | 4 | 94 | -0.9 | 24
CCOC(=O)c1c(NC(C)=O)sc2c(OCCN(CC)CC)c(Br)ccc12 | -3.8 | nt | 1 | 0 | 5 | -1 | -9 | 101 | -2.9 | -27
Cc1cccc(C)c1N(CC(=O)N1CCN(c2ccccc2F)CC1)S(C)(=O)=O | 2.0 | 1 | 3 | -1 | 1 | -1 | 0 | 107 | -0.2 | 41
O=[N+]([O-])c1ccc(-c2nc(Nc3cccc(O)c3)c3ccccc3n2)cc1 | 1.0 | 78* | 3 | -3 | 6 | -3 | 2 | 101 | nt | -10
c1ccc(-c2nc(NC3CCCC3)c3ccccc3n2)cc1 | 2.4 | -4 | -4 | -9 | -2 | -1 | -3 | 110 | -0.9 | 31
CCN(c1ccccc1)S(=O)(=O)c1ccc(Cl)c(NC(=O)CSc2nncs2)c1 | 0.5 | -5 | -1 | -3 | -3 | 25 | -2 | 98 | -0.8 | 7
O=C(OCC(=O)N1CCN(c2ccccc2)CC1)c1cccc([N+](=O)[O-])c1 | -0.8 | 0 | -3 | 1 | 0 | 0 | -6 | 104 | 4.0 | -3
Cc1cc(C(=O)OCC(=O)NCc2cccs2)c2ccccc2n1 | -0.8 | 1 | -4 | -4 | -2 | nt | -4 | 97 | -1.9 | -1
COCCN(C(=O)COC(=O)Cc1coc2cc(C)ccc12)c1c(N)n(Cc2ccccc2)c(=O)[nH]c1=O | 3.3 | -4 | 3 | 0 | 2 | 5 | 0 | 104 | -1.2 | 20
CCc1ccc(S(=O)(=O)NCc2cn3ccsc3n2)s1 | 0.3 | -8 | 0 | 1 | 0 | -4 | 1 | 101 | -0.7 | -4
CCNc1ccc(S(=O)(=O)N(C)C)cc1NCC(=O)Nc1ccc(F)c(Cl)c1 | 0.7 | -1 | -5 | 4 | 0 | -2 | -3 | 110 | 0.8 | 9
COc1ccc(S(=O)(=O)Nc2ccc(N3CCOCC3)nc2)cc1 | -1.8 | -1 | -5 | 0 | 0 | 10 | -2 | 98 | -1.7 | 3
O=C1OCCN1C(=O)[C@H]1[C@H](c2ccc(F)cc2)C(c2ccc(F)cc2)=NN1c1ccc(Br)cc1 | 0.7 | 0 | 2 | 0 | 4 | nt | -1 | 91 | 0.2 | -10
CC(=O)/C(N=Nc1cc2c(cc1[N+](=O)[O-])OCCO2)=C(\C)O | -0.7 | -1 | 4 | 2 | 3 | 0 | -2 | 99 | -0.4 | 19
N#CNC(=Nc1cccc(F)c1)SCc1cccc(F)c1 | 0.1 | 3 | 6 | 0 | 4 | 0 | 0 | 101 | -0.3 | 29

Compound activity as filed in PubChem.

These rows are one share of the data (hit frequency here may not be typical).
